Calpain2 inh: inhibitors of pig calpain II. purified calpain II, fluorogenic peptide substrate, 30 min. inhibition, % at 16 µM. 220,000 tested, 0.37% active. AID 1236;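 active = inhibition above about 50%, limit read from the data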
L929 necroptosis: blocks zVAD induced death of L929 cells; L929 zVAD necroptosis rescue, ATP luminescence, 24 h; with zVAD 60 µM; viability rescue, % at 10 µM; 220,000 tested, 0.38% active; AID 1377;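 active = activation, scaled between plate controls, above about 75%, limit read from the data; inactive = activation under that limit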;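 note: 0% = zVAD with DMSO and 100% = DMSO alone without zVAD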
Tb hexokinase: blocks Trypanosoma brucei hexokinase 1 activity; recombinant TbHK1, G6PDH-coupled NADH A340; inhibition, % at 10 µM; 220,000 tested, 0.11% active; AID 1430;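 active = inhibition of 50% or more in the single-dose primary screen; inactive = inhibition below 50%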
14-3-3 Bad inh: disrupts binding of bovine 14-3-3 zeta to phospho-Bad peptide. TR-FRET 14-3-3zeta/Dy647-pBad peptide displacement, 1 h. 220,000 tested, 0.71% active. AID 781. inhibition, % at 21.7 µM;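 active = inhibition above about 70%, limit read from the data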;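 note: 0% = full 14-3-3 plus peptide FRET controls and 100% = background without 14-3-3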
Target sequence (P63103 whole entry, looked up): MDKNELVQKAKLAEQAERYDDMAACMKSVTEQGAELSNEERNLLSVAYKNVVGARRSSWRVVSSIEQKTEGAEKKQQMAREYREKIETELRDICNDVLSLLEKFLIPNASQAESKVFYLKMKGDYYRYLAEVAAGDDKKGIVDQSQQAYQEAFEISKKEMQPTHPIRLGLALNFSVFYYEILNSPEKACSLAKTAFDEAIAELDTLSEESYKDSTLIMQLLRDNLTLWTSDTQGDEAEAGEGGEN
eIF4E 4G PPI: eIF4E/eIF4G interaction inhibition in translation initiation | 220,000 tested, 0.37% active | P63073+Q04637 | AID 782 | TR-FRET eIF4E-eIF4GI(517-606) binding, 2 h | inhibition, % at 21.7 µM;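 active = inhibition above about 30%, limit read from the data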;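 note: 0% = full FRET control wells and 100% = background wells lacking eIF4GI fragment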
EP2 antag: inhibitors of human EP2 prostaglandin E2 receptor; C6 glioma cells expressing human EP2, cAMP TR-FRET; cells stimulated with saturating PGE2; inhibition, % at 25 µM; 260,000 tested, 0.52% active; AID 1422; P43116;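 active = percent inhibition above 40 after rounding to a whole number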;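 note: rat C6 glioma host cells with rolipram phosphodiesterase inhibitor present; the protocol text gives 20 µM as final concentration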
EP2 modulator: EP2 receptor (human) modulation | P43116 | EP2-expressing cells, cAMP HTRF FRET, PGE2 co-stimulation | induction, % at 25 µM | 260,000 tested, 0.83% active;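 active = compounds whose cAMP rise, as percent of the full-agonist control response, exceeds 60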;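 note: rat C6 glioma line stably carrying human EP2 under a CMV promoter; the protocol text gives 20 µM as final concentration; 100% = response of wells given 1 µM PGE2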
Rad51 HR inh: Rad51 (human) homologous recombination inhibition; Q06609; hRad51 DNA strand exchange, fluorescence dequenching; inhibition, % at 10 µM; 200,000 tested, 0.085% active;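 active = inhibition above 40% at the single screening dose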;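 note: 0% = DMSO control wells and 100% = blanks with heterologous ssDNA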
Target sequence (Q06609 whole entry, looked up): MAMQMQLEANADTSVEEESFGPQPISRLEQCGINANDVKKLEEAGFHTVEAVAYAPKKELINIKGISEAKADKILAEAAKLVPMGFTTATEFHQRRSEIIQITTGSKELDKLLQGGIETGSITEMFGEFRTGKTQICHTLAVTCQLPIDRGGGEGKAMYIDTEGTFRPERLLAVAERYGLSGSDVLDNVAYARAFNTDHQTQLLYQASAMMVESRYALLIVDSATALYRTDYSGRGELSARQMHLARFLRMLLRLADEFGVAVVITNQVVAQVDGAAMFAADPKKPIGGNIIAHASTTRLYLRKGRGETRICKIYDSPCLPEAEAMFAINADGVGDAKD
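System: human Rad51 nucleoprotein filaments preassembled on unlabelled ssDNA. Reagent: labelled 47-mer dsDNA for strand exchange. Schedule: 30-min compound preincubation and 15-min exchange, both room temperature. Measured by: FRET fluorescence dequenching, excitation 485 nm, emission 520 nm. Read-out: Fluorescence-based percent inhibition, control- and blank-normalised. Benchmarks: plate controls and plate blanks.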
Hck-Nef inh: blocks Nef-activated human Hck kinase | Recombinant Hck-YEEI plus Nef, Z-Lyte FRET kinase assay | 220,000 tested, 0.68% active | AID 463187 | inhibition, % at 20 µM | P08631;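 active = Hck-Nef kinase inhibition above about 50%, limit read from the data; inactive = inhibition below that limit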;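 note: 0% = DMSO with Hck plus Nef and 100% = Hck alone without Nef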
Target sequence (P08631 whole entry, looked up): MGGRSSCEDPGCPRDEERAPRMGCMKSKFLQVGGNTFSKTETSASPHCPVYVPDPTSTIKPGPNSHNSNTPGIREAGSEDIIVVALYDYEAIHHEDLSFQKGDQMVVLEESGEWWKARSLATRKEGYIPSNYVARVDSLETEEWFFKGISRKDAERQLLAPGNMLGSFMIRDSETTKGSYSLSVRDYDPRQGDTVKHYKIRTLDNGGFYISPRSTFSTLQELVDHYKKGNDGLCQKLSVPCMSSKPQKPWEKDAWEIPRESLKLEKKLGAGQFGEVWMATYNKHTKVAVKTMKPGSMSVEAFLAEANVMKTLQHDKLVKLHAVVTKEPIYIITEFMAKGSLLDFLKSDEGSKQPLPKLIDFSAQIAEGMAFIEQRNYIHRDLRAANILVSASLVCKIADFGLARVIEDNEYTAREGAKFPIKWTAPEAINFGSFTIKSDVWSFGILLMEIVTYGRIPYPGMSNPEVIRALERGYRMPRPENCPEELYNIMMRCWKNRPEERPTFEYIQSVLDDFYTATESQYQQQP
Active calls of the source: *; i = inactive; nt = no result given; & = joins results of further samples; [ ] = another dose, or the depositor's remark.

SMILES	Calpain2 inh	L929 necroptosis	Tb hexokinase	14-3-3 Bad inh	eIF4E 4G PPI	EP2 antag	EP2 modulator	Rad51 HR inh	Hck-Nef inh
COCCOC(=O)C1=C(C)NC(=O)NC1c1ccc(-c2cc(Cl)ccc2Cl)o1 (stereo not given)	-2	0.3	6	-7	2	11	-30	-8	13
COc1ccccc1-c1nn2c(-c3ccco3)nnc2s1	-22	-0.5	-13	89*	-3	9	-12	0	3
CCC1(CC)C(=O)NN(c2ccccc2)C1=O	2	1.0	4	-3	2	17	38	1	1
COc1ccccc1-c1nc(SCC(=O)NCC2CCCO2)c2c(=O)n(C)c(=O)n(C)c2n1 (stereo not given)	i	1.1	-15	-4	0	7	30	14	-12
NC(=O)c1ccc[n+](CC(=O)OCCC23CC4CC(CC(C4)C2)C3)c1	18	0.2	-8	1	1	7&3	25&-1	-10	-1
Cc1c(CNCc2cccs2)c(C(=O)O)c(C)n1Cc1ccccc1	13	-0.9	-6	-10	9	16	22	0	1
COc1cccc(OC)c1NC(=O)Cc1nn(C)c(=O)c2ccccc12	-18	0.7	2	16	2	7	18	-3	1
Cc1cccc(C)c1NC(=O)NN(C(=O)c1ccccc1)C(C)(C)C	10	0.7	27	-11	-3[fluorescence artefact?]	8	40	-6	3
Nc1ccc2c(c1)COC2=O	41	0.6	5	0	-1	3	-4	-4	13
CCC(=O)Nc1ccc(C(=O)c2ccccc2)cc1	14	0.8	-14	22	10	12	-43	-13	2
Clc1ccc(C2=CC(c3ccco3)n3ncnc3N2)cc1 (stereo not given)	-99	-0.1	-3	-2	9	15	-7	-13	-1
C=CCNC(=O)/C(C#N)=C/c1cn(-c2ccccc2)nc1-c1cccs1	-264	1.7	-13	-6	1[fluorescence artefact?]	13	-10	nt	3
CC1=CC(=C2C(=O)c3ccccc3C2=O)C=C(C)N1Cc1ccco1	-23	0.0	6	-11	-1	nt	-16	nt	2
C=CCOc1c(Br)cc(/C=N/Nc2ccc(C(=O)O)cc2)cc1OCC	13	2.4	-21	-8[fluorescence artefact?]	12	3	0	-5	6
CN(CC(=O)Nc1cccc(F)c1)CC(=O)Nc1cccc(S(N)(=O)=O)c1	-18	0.9	-6	-1	-16	1	8	3	23
CC(C)(C)NC(=O)C(c1ccco1)N(Cc1ccc(F)cc1)C(=O)c1snc(C(N)=O)c1N (stereo not given)	-161	0.8	-18	0	-5	7	15	7	4
Cc1ccc(OCC(=O)Nc2c[nH]c(=O)[nH]c2=O)cc1C	-4	2.1	-4	-2	-6	7	-6	2	10
Cc1cc(/C=C2\Cc3ccccc3C2=O)c(C)n1-c1ccccc1	12	3.8	-10	-3[fluorescence artefact?]	2	0	14	-6	-1
COc1ccccc1-c1cc2nc(C)c(CCC(=O)NC(C)CCc3ccco3)c(C)n2n1 (stereo not given)	-38	0.9	-24	4	0	11	-23	-7	2
C/C(CC(=O)Nc1ccc(N(C)C)cc1)=N\NC(=O)c1ccncc1	-17	7.2	0	-9	-2	11	14	2	20
O=C(O)C1Cc2ccccc2CN1S(=O)(=O)/C=C/c1ccccc1 (stereo not given)	5	1.1	7	86*	2	6	22	nt	22
CCCOc1ccc(-c2nc(C#N)c(N3CCC(C(N)=O)CC3)o2)cc1	-378	0.4	-11	16	1[fluorescence artefact?]	5	17	-9	1
Cc1nn(-c2ccccc2Cl)c(Cl)c1/C=N/Nc1nc2ccccc2s1	14	1.0	-5	-20	4	6	-12	0	3
CCc1c(C(=O)N2CCOCC2)csc1C	11	0.2	-4	-3	5	8	25	9	-1
COCCSc1nc2c(c(=O)[nH]c(=O)n2C)n1CCC(C)C	-11	0.0	-6	-2	0	12	22	-6	1
CCNc1nc(Oc2ccc(C#N)cc2)cc(C(F)(F)F)n1	-28	6.1	4	-10	0	7	47	3	0
CC(C)(C)c1ccc(COn2ccnc2)cc1	13	2.3	1	-6	-1	9	0	3	-3
O=C(CSc1ccccc1)Nc1cccnc1	-8	-0.2	3	1	11	9	23	-2	1
CCN1C(C)=C(C)S/C1=C1\SC(=S)N(N)C1=O	-22	50	0	12	1	12	21	-2	20
CC1=C(C)CS(=O)N(c2ccc(S(N)(=O)=O)cc2)C1 (stereo not given)	-33	-0.2	2	18	6	17	-17	8	0
CCn1c(COc2ccc(C)cc2)nnc1SCC(=O)C(C)(C)C	-3	4.7	-3	-3	0	13	14	-3	0
Cc1c(-c2ccccc2)oc2c(C(=O)N3CCN(c4ccccc4F)CC3)cccc2c1=O	11	nt	0	0	8	4	31	nt	5
Cn1c(=O)c2c(ncn2CC(=O)N/N=C/c2cn[nH]c2-c2ccc(F)cc2)n(C)c1=O	3	2.4	2	-5	-4	5	-42	1	1
C/C(CCC(C)C)=N\Nc1cc(C)c2ccccc2n1	0	0.6	-6	-4	-2	12	-14	0	3
COC(=O)c1ccc(OCC2c3cc(OC)c(OC)cc3CCN2C(C)=O)cc1 (stereo not given)	22	-0.2	1	2	4	5	-43	3	17
Cc1ccc(S(=O)(=O)C(C#N)c2nc3ccccc3nc2N2CCCC2)cc1C (stereo not given)	-329	0.2	-7	28	12	9	14	6	5
Cc1c(Cl)cccc1NC(=O)CSCc1cc(=O)[nH][nH]1	-24	-0.2	1	1	1	9	27	3	0
COC(=O)CSc1nnc(-c2cccnc2)n1-c1cccc(OC)c1	-19	-0.3	-2	2	-11	12&6	-9&-13	-2	-2
O=C(NC(c1ccccc1)c1ccccc1)C1CCCC1	-8	0.3	-3	-1[fluorescence artefact?]	-4	9	34	-5	2
Cc1csc(SCc2nnc(-c3ccc(Cl)cc3)o2)n1	-35	0.3	-2	2	2	-2	-10	2	9
Cc1ccc(-n2[nH]c(=O)c(-c3ccccn3)c2C)cc1	28	0.4	-19	-2	2	5	4	nt	8
C=CCn1c(SCC#N)nc2sc(CC)cc2c1=O	12	0.5	-4	1	2	1	29	-4	7
Cc1ccc(C(=O)Nc2cccc(C(F)(F)F)c2)cc1NC(=O)c1csc(-c2ccncc2)n1	-90	60	-15	10	-1	28	-20	2	22
O=C(NCc1ccccc1)NCC12CC3CC(CC(C3)C1)C2	11	0.6	1	1	1	4	-24	nt	7
O=C1CCN(C(=S)NCCc2ccccc2)CC1	-11	1.0	-1	-19	-4	2	7	-3	1

A second format for 2 compounds above.
Every second line gives: Calpain2 inh | L929 necroptosis | Tb hexokinase | 14-3-3 Bad inh | eIF4E 4G PPI | EP2 antag | EP2 modulator | Rad51 HR inh | Hck-Nef inh
- Cc1c(Cl)cccc1NC(=O)CSCc1cc(=O)[nH][nH]1
    -24 | -0.2 | 1 | 1 | 1 | 9 | 27 | 3 | 0
- COC(=O)CSc1nnc(-c2cccnc2)n1-c1cccc(OC)c1
    -19 | -0.3 | -2 | 2 | -11 | 12&6 | -9&-13 | -2 | -2

More records follow:
SMILES	Calpain2 inh	L929 necroptosis	Tb hexokinase	14-3-3 Bad inh	eIF4E 4G PPI	EP2 antag	EP2 modulator	Rad51 HR inh	Hck-Nef inh
COc1nccnc1NS(=O)(=O)c1ccc(NC(=S)NC(=O)c2ccccc2F)cc1	17	1.2	-4	-2[fluorescence artefact?]	3	13&17	-153&-21	-11	2
O=C(Nc1cccnc1)c1ccc(Cl)cc1[N+](=O)[O-]	20	-0.3	9	-3	-1	6	9	-6	-28
Cc1cc(C(=O)NNC(=O)Nc2cccc(C(F)(F)F)c2)no1	-7	3.9	-4	2	-6	9	10	3	7
O=C1CNC(=O)c2c(nc3n2CCC3)N1	24	-0.2	-3	11	0	6&19	0&-3	2	0
COC(=O)c1cc2sccc2n1CC(=O)N1CCCc2ccccc21	24	-0.4	-9	10	0	5	30	-1	-1
Cc1csc(N(C(=O)CCNC(=O)c2ccc([N+](=O)[O-])cc2)c2ccccc2)n1	13	0.8	26	-1	-1[fluorescence artefact?]	4	-6	3	6
c1coc(-c2nnc(-c3cccs3)o2)c1	-287	0.7	-13	-10	-2	10	30	6	1
Cc1ccc(S(=O)(=O)NNC(=S)Nc2cccc(C)c2C)cc1	-12	-0.4	-9	-1	-3	1	16	2	12
Cc1c(/C=C2\SC(=O)N(CC(=O)Nc3ccc4c(c3)OCO4)C2=O)c2ccccc2n1C	-20	0.1	1	-4	-18	9	23	0	6
O=C(O)c1ccc2c(c1)ncn2C1CCCCCC1	-13	-0.7	-2	4[fluorescence artefact?]	7	13	15	-3	-1
COc1cc(NC(=S)Nc2ccc(N(C)C(C)=O)cc2)cc(OC)c1	3	0.6	1	-12	3	6	-22	0	10
CCC(CC)C(=O)NC12CC3CC(CC(C3)C1)C2	1	0.0	-4	-6	2	4	12	-7	-2
Cc1ccc(NC(=S)Nc2ccc3cn[nH]c3c2)c(C)c1	-22	-1.0	1	-3	3	9	-46	6	17
Cn1c(CSc2nc3ccccc3s2)nnc1SCC(=O)NCCN1CCOCC1	-41	nt	nt	-6	-1[fluorescence artefact?]	8	-4	0	nt
CC(c1ccccc1)C(CC(=O)O)C(=O)NC1CCCCC1 (stereo not given)	4	-1.1	-1	-13	4	12	24	-5	0

Next section (4 carried over from the part before).
SMILES	Calpain2 inh	L929 necroptosis	Tb hexokinase	14-3-3 Bad inh	eIF4E 4G PPI	EP2 antag	EP2 modulator	Rad51 HR inh	Hck-Nef inh
CCC(CC)C(=O)NC12CC3CC(CC(C3)C1)C2	1	0.0	-4	-6	2	4	12	-7	-2
Cc1ccc(NC(=S)Nc2ccc3cn[nH]c3c2)c(C)c1	-22	-1.0	1	-3	3	9	-46	6	17
Cn1c(CSc2nc3ccccc3s2)nnc1SCC(=O)NCCN1CCOCC1	-41	nt	nt	-6	-1[fluorescence artefact?]	8	-4	0	nt
CC(c1ccccc1)C(CC(=O)O)C(=O)NC1CCCCC1 (stereo not given)	4	-1.1	-1	-13	4	12	24	-5	0
O=C1c2ccccc2-c2onc3ccc(NCc4ccco4)c1c23	-8	19	-1	-5[fluorescence artefact?]	4[fluorescence artefact?]	32	-26	i	25
C=CCNC(=O)Nc1ccc(F)c(Cl)c1	0	1.5	1	-8	-7	5	-33	-8	1
Cc1ccc2c(c1)CC1(CN2C)C(=O)OC2(CCCCC2)OC1=O	-9	-0.4	-5	2	-4	5	25	-3	8
O=C1/C(=N\S(=O)(=O)c2cccs2)C([n+]2cccc(Cc3ccccc3)c2)=C([O-])c2ccccc21	-19	15	-18	2	-8	10	-38	-467	31
COc1cc(CCC(=O)OCC(N)=O)cc(OC)c1OC	-22	1.2	56*	-3	2	4	7	-5	-1
CC(=O)c1c(C)[nH]c(C(=O)CSc2nc3ccccc3c(=O)n2CCCO)c1C	-42	27	-7	-11	-2	6	-63	-4	23
O=C(CN1CCN(c2ccccc2)CC1)Nc1cccc(C(F)(F)F)c1	-12	-0.3	-2	0	-4	15	-50	0	0
Oc1csc(Cc2nc(-c3ccc(Br)cc3)cs2)n1	-42	0.9	-17	-9	-4	4	9	16	4
Cc1nc(NC(=O)CSc2ccc(-c3nc4ccccc4[nH]3)cn2)sc1C	-15	0.9	-30	13	4	11&4	-19&-5	nt	25
O=C(O)c1cccc(Nc2nc(N3CCOCC3)nc(N3CCOCC3)n2)c1	-15	-0.2	2	64[fluorescence artefact?]	-5[fluorescence artefact?]	10	30	-6	1
COC(=O)C1C(=O)c2c([nH]c(C(=O)OCCOC(C)C)c2C)CC1C (stereo not given)	-13	-1.3	-5	4	1	13	19	10	-1
CS(=O)(=O)c1ccc2nc(NC(=O)Nc3cccc(Cl)c3)sc2c1	13	83*	-2	8[fluorescence artefact?]	-15	26	-40	-1	1
CCn1c(SCC(=O)c2cc(C)n(CC3CCCO3)c2C)nc2ccccc21 (stereo not given)	-16	-0.4	0	-13	5	21	2	3	1
Cc1ccc(-n2[nH]c(C)c(C=Nc3ccc(C)cn3)c2=O)cc1	7	0.6	-20	3[fluorescence artefact?]	-7	7	14	-3	-1

Bioassay records from PubChem BioAssay.

A portion of the library; count on the stated rates, not on these rows.
